Ins promoter up = MIN6 insulin promoter up-regulation | MIN6 insulin promoter-GFP reporter, high-content imaging; active compounds read high | z-score at 5 µM | 190,000 compounds, 0.3% hits;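 active = z-score above 3 at 5 µM with at least 500 cells counted in the well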
Autophagy mod = modulators of autophagy | AID 463193 | calls only at 10 µM (by protocol) | MEF GFP-LC3 puncta imaging; test concentration mostly 10 µM | 190,000 compounds, 0.98% hits;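 active = percentage of spot-positive cells more than 3 SD above its plate mean, without a fluorescence outlier flag or 80% toxicity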;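 also: spot-positive cell cutoff set from DMSO-treated cells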
TNAP activators = human TNAP enzyme activators, primary screen, biochemical, luminescent, no phosphate acceptor, uHTS (AID 1001). 200,000 compounds, 0.03% hits. activation fold at 20 µM, or EC50 in µM where a hit was titrated. purified TNAP, luminescent activation assay, no phosphate acceptor; higher activation fold means a stronger effect; in the data active = activation fold from about 3, or a potency from the dose series; inactive = the rest, 99 in 100 with activation fold below about 1.6; also: many of its hits are not listed in these tables
T cell HTS = T cell immune modulators affecting CD8 T cell-vesicle binding; AID 2052; 2C CD8+ T cell-vesicle binding, flow cytometry; active compounds read low; 330,000 compounds, 0.068% hits; calls only at 7 µM;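 active = response, share of CD8 T cells binding vesicles, and their 90th percentile fluorescence all below set limits, cut at about 80% in these data, passing the limit was not always enough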
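Also added: QL9-peptide-loaded Drosophila micro-vesicles bearing Ld, ICAM-1 and B7-1; Test system: purified 2C TCR transgenic mouse naive CD8+ T cells; Measured by: cytometric PE anti-B7-1 and Alexa647 anti-CD8 signals after 1% paraformaldehyde fixation; Timing: binding step 1.5 h, 37 °C, antibody labelling 20 min, ice.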
human PMI inhibition = MPI enzyme activity inhibition – biochemical, fluorescence intensity, coupled assay, primary screen (AID 1209); purified PMI enzyme, coupled fluorescence intensity; higher % means a stronger effect; inhibition, % at 20 µM, or IC50 in µM where a hit was titrated; 190,000 compounds, 0.42% hits;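 also: plate controls were DMSO vehicle for no effect and wells lacking substrate for full effect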
human PMI inhibitors = human PMI inhibitors, high substrate, primary screen, biochemical, fluorescence intensity, high mannose 6-phosphate (AID 1220); recombinant PMI enzyme, coupled fluorescence intensity; higher % means a stronger effect; inhibition, % at 20 µM; hits with a dose series show IC50 in µM; 190,000 compounds, 0.66% hits
b-catenin transl = beta-catenin nuclear translocation modulation | AID 1665 | 190,000 compounds, 0.3% hits | HeLa beta-catenin nuclear translocation, immunofluorescence imaging | nuclear translocation activity, % at 5 µM;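 active = nuclear translocation activity above 50% at 5 µM, with a well cell count of 50 or more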;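 also: per-cell ratio of nuclear to cytoplasmic median beta-catenin stain intensity; plate controls were DMSO negative control for no effect and GSK-3 inhibitor IX positive control for full effect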
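System: Human HeLa cells, endogenous beta-catenin | Compound dosing: 5 µM primary, 0.02–20 µM confirmation | Timing: 24 h compound exposure at 37°C, 5% CO2 | Measured by: Fluorescence imaging of beta-catenin antibody stain plus DAPI | Read-out basis: % activation of per-cell nuclear versus cytoplasmic median beta-catenin signal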
MT stabilize HCS = microtubule stabilization, imaging screen | HeLa tubulin immunostaining HCS, 24 h; share of cells brighter than vehicle mean+2SD | % tubulin-high responders, % at 10 µM | 200,000 compounds, 0.83% hits | AID 2205;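 active = plate Z-score above 3 for both tubulin-high and condensed-nucleus cell shares, with cell loss under 80%, at 10 µM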;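 also: anti alpha tubulin signal scored within the nucleus-defined area of each cell; some results filed as inactive read as strong as hits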
Hep lipid drop = hepatic lipid droplet formation modulation; AID 1656; inhibition, % at 6.5 µM; AML12 mouse hepatocytes, oleate lipid droplets, BODIPY imaging; 240,000 compounds, 0.4% hits;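 active = lipid droplet intensity inhibited by at least 50%, with more than 500 cells counted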
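Assay system: AML12 hepatocytes (mouse); Probe or stimulus: oleic acid at 100 µM to induce lipid droplet formation; Dosing: compound at 6.5 µM only; Schedule: compound with oleate, overnight; Detection: fluorescence imaging, 20x objective, two fields per well; Measure: % inhibition of lipid droplet signal.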
Ins promoter up cell count = second read-out of Ins promoter up, no call of its own (marks repeat the call); cell count; measured here: cytotoxicity, nuclei count;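 total cells summed across four imaged fields per well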
Hep lipid drop cells 6.5 µM = also measured in Hep lipid drop; calls as there; cell count; measured here: cell count, cytotoxicity flag;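 cells counted across two imaged fields per well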
b-catenin transl cell count 5 µM = second read-out of b-catenin transl, no call of its own (marks repeat the call); cell count; measured here: cell count, cytotoxicity flag
T cell HTS vesicle-bound % = second read-out of T cell HTS, no call of its own (marks repeat the call); double positive events, %; measured here: CD8+ vesicle-bound cell fraction;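 binding gate set so that unloaded-vesicle control wells show 10% double positive cells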
MT stabilize HCS Hoechst-high % = further read-out of MT stabilize HCS, marked with its call; % Hoechst-high responders; measured here: nuclear condensation Hoechst responders;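 share of cells brighter than vehicle mean plus two SD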
MT stabilize HCS cytotoxicity % = also measured in MT stabilize HCS; calls as there; toxicity, %; measured here: cytotoxicity by cell density;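 0% = mean cell density of plate MIN control wells and 100% = no cells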
Autophagy mod cell loss 18 h = recorded beside Autophagy mod, whose call it bears; toxicity, %; measured here: cell loss, nuclei count;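 cell loss after 18 h compound exposure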
* marks the source's active call; other numbers are inactive results; i = inactive; . = not tested or not shown. Rule as the data show it, unless noted: active = inhibition above about 50%; inactive = the rest.

SMILES | Ins promoter up | Ins promoter up cell count | Autophagy mod | Autophagy mod cell loss 18 h | TNAP activators | T cell HTS | T cell HTS vesicle-bound % | human PMI inhibition | human PMI inhibitors | b-catenin transl | b-catenin transl cell count 5 µM | MT stabilize HCS | MT stabilize HCS Hoechst-high % | MT stabilize HCS cytotoxicity % | Hep lipid drop | Hep lipid drop cells 6.5 µM
O=C(NC(=S)Nc1cccc(C(F)(F)F)c1)c1csnn1 | -0.39 | 1347 | i | 16 | 1 | i | 36 | 1% | -8% | -2.0 | 1191 | 3.9 | 0.9 | 5.0 | -4 | 718
C=CCN1c2ccccc2[C@]23C[C@@H](C(=O)OC)N(C(=O)c4cccs4)C2=NC(C(=O)OC)=C(C(=O)OC)[C@H]13 | 0.1 | 955 | . | . | . | i | 61 | . | . | -2.1 | 1163 | . | . | . | -3 | 690
CC(C)(C)C1c2[nH]c3ccccc3c2CCN1Cc1cccc(OCCO)c1 (stereo not given) | -0.5 | 1631 | i | 21 | 1.1 | i | 62 | 2% | 3% | 0.6 | 1546 | 3.2 | 2.5 | 7.9 | -1 | 716
Cc1ccc(F)cc1NC(=O)C1CCCN(c2ncccn2)C1 (stereo not given) | 0.61 | 1775 | i | 0 | 1.1 | i | 29 | 14% | 11% | -0.1 | 1095 | 3.0 | 1.7 | 1.6 | -2 | 724
CC(=O)Nc1ccc(S(=O)(=O)Nc2ccc(=O)n(Cc3ccc(Cl)c(Cl)c3)c2)cc1 | -0.71 | 1061 | i | -3 | 1.1 | i | 51 | -11% | -6% | -2.9 | 1070 | 6.6 | 2.5 | 8.3 | -8 | 651
CCCCC(O)(CCCC)C(=O)NN(C(=O)OCC)c1ccccc1 | 0.08 | 1567 | i | 6 | 1.1 | i | 29 | 10% | -3% | -1.3 | 1084 | 4.2 | 1.8 | 4.3 | 13 | 483
CCOP(=O)(O)c1cccc(OCCOCCOc2cccc(P(=O)(O)OCC)c2)c1 | -0.03 | 1172 | i | -1 | 1.1 | i | 28 | -13% | -13% | 1.5 | 1089 | 1.5 | 1.7 | 0.5 | -16 | 777
Cc1nc2ccc(C(=O)N3CCN(c4ccccn4)CC3)cc2s1 | 1 | 1141 | i | -3 | 1.1 | i | 30 | 16% | 13% | -0.6 | 921 | 2.1 | 1.2 | 7.1 | -2 | 698
Cc1onc(-c2ccccc2)c1-c1csc(N/N=C/c2ccccc2Cl)n1 | -1.2 | 1383 | . | . | . | i | 34 | . | . | 0.0 | 1126 | . | . | . | 11 | 713
Cc1nc(NCCOc2ccccc2)sc1C(=O)Nc1ccccc1 | -0.08 | 1039 | . | . | . | i | 30 | . | . | 1.2 | 1262 | . | . | . | -21 | 767
CCCCCn1c(N)c(-c2nc3ccccc3o2)c2c([N+](=O)[O-])nn(CC)c(=O)c21 | -1.3 | 1346 | i | 10 | 1.1 | i | 40 | 2% | 3% | 1.3 | 982 | 6.7 | 1.5 | 3.7 | -14 | 628
Cc1ccc(C)c(Nc2ncnc3nc[nH]c23)c1 | -0.9 | 990 | i | -3 | 1.2 | i | 18 | -11% | -14% | . | . | 2.8 | 3.2 | 1.8 | . | .
COc1cc(C=O)ccc1OCCOCCOc1ccccc1Cl | 1.7 | 1413 | i | 23 | 1 | i | 54 | 2% | 2% | 0.1 | 1431 | 3.3 | 1.8 | 4.4 | . | .
CCC(C)n1cnc2c(c1=O)c1nc3ccccc3nc1n2Cc1ccc(OC)cc1 (stereo not given) | -0.31 | 869 | i | 11 | 1 | i | 34 | 14% | 16% | 4.2 | 1388 | 1.2 | 1.1 | 7.7 | . | .
COC(=O)c1sccc1NC(=S)N1CCC(C)CC1 | 0.14 | 938 | i | 1 | 1 | i | 47 | 10% | 10% | -0.7 | 1084 | 2.0 | 2.0 | 9.6 | -8 | 775

Three compounds already listed, ordered by the value under MT stabilize HCS Hoechst-high %, high to low:
structure	TNAP activators	T cell HTS	T cell HTS vesicle-bound %	human PMI inhibition	human PMI inhibitors	MT stabilize HCS Hoechst-high %
CC(C)(C)C1c2[nH]c3ccccc3c2CCN1Cc1cccc(OCCO)c1 (stereo not given)	1.1	i	62	2%	3%	2.5
CCCCC(O)(CCCC)C(=O)NN(C(=O)OCC)c1ccccc1	1.1	i	29	10%	-3%	1.8
Cc1nc2ccc(C(=O)N3CCN(c4ccccn4)CC3)cc2s1	1.1	i	30	16%	13%	1.2

New compounds follow:
SMILES | Ins promoter up | Ins promoter up cell count | Autophagy mod | Autophagy mod cell loss 18 h | TNAP activators | T cell HTS | T cell HTS vesicle-bound % | human PMI inhibition | human PMI inhibitors | b-catenin transl | b-catenin transl cell count 5 µM | MT stabilize HCS | MT stabilize HCS Hoechst-high % | MT stabilize HCS cytotoxicity % | Hep lipid drop | Hep lipid drop cells 6.5 µM
COC(=O)C(NC(=O)c1ccccc1)c1ccccc1 (stereo not given) | -0.38 | 1164 | i | -1 | 1.1 | i | 35 | -1% | 6% | -6.8 | 1022 | 1.3 | 2.1 | 9.9 | . | .
Cc1ccc(OCCn2cc(/C(N)=N/O)c3ccccc32)cc1C | -0.71 | 1427 | i | -8 | 1.1 | i | 34 | -3% | -2% | 1.8 | 1413 | 3.8 | 2.6 | 1.1 | . | .
O=C(CN1CCN(c2nc(-c3ccccc3)cs2)CC1)NNC(=O)c1ccc(Br)cc1 | -0.09 | 1911 | i | -31 | 1.4 | . | . | 10% | -1% | -1.7 | 1037 | 2.5 | 1.9 | 9.1 | 20 | 692
O=C(c1ccc(F)cc1)N1CCCN(c2nc(-c3ccccc3)ns2)CC1 | 0.14 | 1039 | . | . | . | i | 53 | . | . | 0.3 | 1248 | . | . | . | -19 | 715
CC1CCN(Cc2c(O)ccc3c2O/C(=C\c2ccco2)C3=O)CC1 | 1.1 | 985 | i | -40 | 0.9 | i | 10 | -21% | -1% | 4.8 | 488 | 6.5 | 2.2 | 12 | 3 | 715
Cc1ccccc1Nc1nc(N)nc(CSc2nc3ccccc3c(=O)n2CCCO)n1 | -1.6 | 1150 | i | 10 | 1.1 | i | 39 | 8% | 10% | -7.2 | 977 | 1.9 | 3.2 | 14 | . | .
Cc1nc(NC(=O)c2ccccc2)sc1-c1csc(Nc2ccc(F)cc2)n1 | . | . | i | 1 | 1 | i | 31 | 45% | 45% | . | . | 3.6 | 1.4 | 10 | . | .
CC(=O)c1cccc(NC(=O)c2cc3nc(C)cc(C)n3n2)c1 | -0.14 | 1287 | i | -13 | 1.1 | i | 37 | 10% | 7% | -1.0 | 1052 | 2.5 | 1.7 | 7.8 | 17 | 744
COc1cc(/C=N/NC(=O)C2(O)c3ccccc3-c3ccccc32)ccc1O | 0 | 1392 | i | -8 | 0.8 | i | 49 | 8% | 1% | 1.6 | 1061 | 2.3 | 3.1 | 11 | -6 | 515
Cc1c(Cl)c([N+](=O)[O-])nn1CC(=O)N1CCc2ccccc2C1 | . | . | i | -32 | 1.1 | i | 36 | 16% | 11% | . | . | 2.3 | 2.5 | 6.3 | . | .
O=C(CSCCO)N1CCc2ccccc21 | . | . | i | 4 | 1.1 | i | 6 | 2% | 0% | . | . | 5.5 | 1.6 | 4.0 | 6 | 686
CCCc1cc(SCC(=O)Nc2c(C)n(C)n(-c3ccccc3)c2=O)n2c(nc3ccccc32)c1C#N | 0.67 | 829 | i | -1 | 1.2 | i | 44 | -41% | -62% | . | . | 1.9 | 1.7 | 9.0 | -9 | 711
COC(=O)[C@H]1C[C@@H]1[C@H](NC(=O)c1cnccn1)c1ccccc1 | 0.17 | 1265 | i | -9 | 1.1 | i | 35 | 3% | 6% | . | . | 3.6 | 3.0 | 5.9 | -6 | 763
CCN(CC)C(=O)/C(=C/c1cn(S(=O)(=O)N(C)C)c2ccccc12)NC(=O)c1ccc(OC)cc1 | -0.71 | 1148 | i | -37 | 1.1 | i | 25 | -2% | -7% | -1.2 | 1107 | 2.5 | 2.7 | 8.6 | -5 | 701
COc1cc2nc(Cl)nc(N3CCN(C)CC3)c2cc1OC | 0.28 | 1163 | i | -2 | 0.9 | i | 5 | 15% | 24% | -0.9 | 1159 | 4.4 | 2.8 | 8.5 | -8 | 749
COCC(=O)N1CCN(c2cccc(C(F)(F)F)c2)CC1 | -0.02 | 1375 | i | -2 | 1.1 | i | 44 | -6% | -8% | -0.9 | 994 | 2.2 | 1.7 | 0.2 | 1 | 719
O=S(=O)(/N=C(\Nc1ccc(F)cc1)C(F)(F)F)c1ccccc1 | 1.1 | 1550 | i | -20 | 1 | i | 23 | -6% | 15% | -1.6 | 1352 | 2.5 | 2.0 | 6.7 | . | .
CCC/C(O)=C1\C(=O)CC(c2ccccc2)CC1=NCCc1c(C)[nH]c2ccccc12 (stereo not given) | -0.37 | 1056 | i | 29 | 1.1 | i | 16 | 11% | 7% | 1.7 | 547 | 3.2 | 2.4 | 8.4 | -18 | 753
Cc1cc(=O)oc(C)c1C(=O)NCCC1=CCCCC1 | 0.99 | 1412 | i | -1 | 1 | i | 23 | 13% | 14% | -1.1 | 1001 | 6.4 | 2.2 | 4.1 | -1 | 598
O=C(NC1CCC(NC(=O)C2CCCO2)CC1)C1CCCO1 (stereo not given) | 1 | 1232 | i | -7 | 1.1 | . | . | -3% | -7% | 1.2 | 1130 | 3.3 | 2.0 | 1.1 | 0 | 763
CSc1nnc(C)c(/C=C/Nc2ccc(F)cc2)n1 | . | . | i | 15 | 0.8 | i | 57 | 12% | 17% | . | . | 1.7 | 2.0 | 12 | . | .
COc1ccc(-c2csc(N(CCCN3CCOCC3)C(=O)c3ccco3)n2)cc1 | -4 | 946 | i | -5 | 1.1 | i | 28 | 1% | -2% | -3.4 | 1041 | 1.5 | 1.2 | 7.0 | . | .
CCCCn1c(SCC(=O)c2ccccc2)nc2c1c(=O)[nH]c(=O)n2C | -0.74 | 1247 | i | 4 | 1.1 | i | 26 | 16% | 15% | . | . | 3.0 | 1.7 | 0.8 | -28 | 700

High-throughput results: PubChem, several laboratories
